Bioassay records: PubChem, several laboratories
STEP block: STEP (human) phosphatase inhibition. P54829. recombinant STEP, OMFP fluorogenic substrate, fluorescence. inhibition, % at 20 µM. 360,000 tested, 0.25% active. AID 588621;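 active = inhibition at 20 µM, scaled per plate between control wells, above about 37%, limit read from the data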;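 also: 0% = DMSO with enzyme and substrate and 100% = substrate only without enzyme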
Target sequence (P54829 whole entry, looked up): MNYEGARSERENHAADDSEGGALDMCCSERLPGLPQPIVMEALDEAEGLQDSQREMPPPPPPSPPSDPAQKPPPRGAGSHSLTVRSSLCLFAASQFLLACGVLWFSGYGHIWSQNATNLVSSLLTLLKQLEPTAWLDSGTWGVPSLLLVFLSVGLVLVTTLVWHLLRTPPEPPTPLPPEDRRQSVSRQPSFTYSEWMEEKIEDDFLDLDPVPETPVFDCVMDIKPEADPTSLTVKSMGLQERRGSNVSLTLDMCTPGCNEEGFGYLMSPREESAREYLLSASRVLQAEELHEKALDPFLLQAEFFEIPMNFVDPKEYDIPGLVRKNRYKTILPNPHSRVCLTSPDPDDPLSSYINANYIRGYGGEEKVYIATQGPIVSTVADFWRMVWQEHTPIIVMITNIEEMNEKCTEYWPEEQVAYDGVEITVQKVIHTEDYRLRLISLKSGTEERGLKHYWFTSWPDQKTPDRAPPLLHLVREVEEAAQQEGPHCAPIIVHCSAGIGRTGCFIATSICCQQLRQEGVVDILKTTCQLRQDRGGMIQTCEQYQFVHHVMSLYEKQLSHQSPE
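medium = Bis-Tris buffer pH 6.0, 2.5 mM DTT, 0.005% Tween 20 | test system = STEP (striatal-enriched tyrosine phosphatase) enzyme, cell-free | measure = normalized % inhibition | compound dosing = 20 µM, 1% DMSO | also added = 25 µM OMFP | schedule = reaction 20 min, ambient temperature | measured by = fluorescence read at 480 nm ex / 540 nm em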
eLon inh: E. coli protease La inhibition. purified E. coli Lon protease, fluorescence polarization. inhibition, % at 7.94 µM. 360,000 tested, 0.42% active. AID 602123; in the data active = inhibition above about 13%, passing the limit was not always enough;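 also: 0% = enzyme with probe and DMSO and 100% = no enzyme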
DNMT1 block: inhibitors of human DNMT1 | P26358 | DNMT1 molecular beacon, Hinp1I cleavage, fluorescence | inhibition (reported as % activation of signal), % at 10 µM | 360,000 tested, 0.83% active | AID 588458; in the data active = inhibition above about 50%
SUMO1 PPI mod: SUMO1-SIM interaction modulation | SUMO1 binding to a labelled peptide, TR-FRET, 1 h | P63165 | AID 602429 | inhibition, % at 20 µM | 360,000 tested, 0.33% active; in the data active = inhibition above about 37%
Target sequence (P63165 whole entry, looked up): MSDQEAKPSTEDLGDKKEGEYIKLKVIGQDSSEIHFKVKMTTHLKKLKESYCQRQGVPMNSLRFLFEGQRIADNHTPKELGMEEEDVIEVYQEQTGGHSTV
MsrA inhibitor: inhibits bovine methionine sulfoxide reductase A | inhibition, % at 15.5 µM | 360,000 tested, 0.75% active | AID 651718 | purified bovine MsrA, absorbance read-out; in the data active = inhibition above about 4.5%;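 also: 0% = vehicle wells with enzyme and 100% = reference inhibitor wells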
NRP1-CendR mod: alters CendR peptide binding to human NRP-1; FAM-RPARPAR peptide binding to NRP-1, fluorescence polarization; inhibition, % at 25 µM; 360,000 tested, 0.85% active;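 active = inhibition or corrected inhibition above about 18%, plus a signal ratio from 0.5 to 1.5, limit read from the data, passing the limit was not always enough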; also: strong numbers were not always called active
Tb MetRS inh: Trypanosoma brucei MetRS inhibition. purified T. brucei MetRS, ATP depletion, Kinase-Glo luminescence. inhibition, % at 11.9 µM. 360,000 tested, 0.4% active;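 active = inhibition above a per-plate cutoff of the control wells' mean inhibition plus 3 SD, cut at about 5.5% in these data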;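 also: 0% = DMSO wells median and 100% = median of wells with control inhibitor compound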
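Assay system: T. brucei methionyl-tRNA synthetase, purified | Medium: HEPES buffer with MgCl2, KCl, DTT, spermine, BSA, pyrophosphatase | Compound: 11.9 µM single point | Incubation: 15 min enzyme-compound preincubation, 2 h reaction, 10 min detection, 25 °C | Measured by: Kinase-Glo luciferase luminescence reporting remaining unconsumed ATP | Measure: % inhibition normalized to control-well medians | Replication: Singlicate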
Scp1 inh: Scp-1 (human) phosphatase inhibition; AID 493091; 340,000 tested, 0.88% active; Recombinant Scp1, phosphopeptide, malachite green phosphate absorbance; inhibition, % at 20 µM;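 active = inhibition above about 50% at 20 µM, limit read from the data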;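 also: plate controls were DMSO wells with enzyme for no effect and wells lacking enzyme for full effect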
Target sequence (Q9GZU7 76-261 limits assumed): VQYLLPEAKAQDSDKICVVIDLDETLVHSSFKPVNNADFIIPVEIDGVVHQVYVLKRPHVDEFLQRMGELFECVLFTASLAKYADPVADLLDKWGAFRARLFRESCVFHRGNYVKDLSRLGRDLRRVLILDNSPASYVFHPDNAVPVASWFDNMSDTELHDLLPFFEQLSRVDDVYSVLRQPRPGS
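Incubation: 45 min enzyme reaction at room temperature / System: truncated SCP-1 phosphatase (76-261aa) / Reagent: Phospho 17-mer peptide substrate / Buffer or medium: Acidic Tris acetate buffer with magnesium and detergent / Signal: absorbance at 630 nm / Doses: one concentration, 20 µM, with 1.0% DMSO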
bovine MsrA act: activates bovine MsrA enzyme; activation, % at 10.6 µM; purified bovine MsrA, absorbance read-out; 360,000 tested, 0.3% active; in the data active = activation above about 7.5%;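 also: 0% = vehicle and 100% = reference activator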
LMPTP inh: blocks human LMPTP phosphatase; P24666; AID 651560; recombinant LMPTP-A, OMFP fluorogenic substrate, fluorescence intensity; inhibition, % at 20 µM; 360,000 tested, 0.22% active;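 active = compounds that cut the enzyme signal by at least half of the control window in the single-dose screen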;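 also: plate controls were DMSO wells with enzyme plus substrate for no effect and substrate without enzyme for full effect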
Target sequence (P24666 whole entry, looked up): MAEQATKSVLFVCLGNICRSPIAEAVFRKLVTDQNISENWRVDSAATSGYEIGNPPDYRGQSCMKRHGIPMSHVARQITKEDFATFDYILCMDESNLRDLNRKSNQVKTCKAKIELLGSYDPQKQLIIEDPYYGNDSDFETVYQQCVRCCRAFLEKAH
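Assay system: LMPTP-A, protein tyrosine phosphatase of low molecular weight / Medium: pH 6.0 Bis-Tris buffer with DTT and Triton X-100 / Schedule: 50 min enzyme reaction at room temperature, protected from light / Measured by: endpoint fluorescence intensity from OMFP dephosphorylation / Read-out basis: % inhibition relative to no-enzyme and uninhibited control wells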
* hit, by the source's call; nt = not tested or not shown.

SMILES	STEP block	eLon inh	DNMT1 block	SUMO1 PPI mod	MsrA inhibitor	NRP1-CendR mod	Tb MetRS inh	Scp1 inh	bovine MsrA act	LMPTP inh
CCN(Cc1ccccc1)C(c1cc2cc(C)ccc2[nH]c1=O)c1nnnn1CCOC (centres undefined)	-2.0	0.4	1.4	-16.2	-0.5	-12.0	-0.6	-4.8	-3.8	-0.6
COC(=O)c1cc2c(C)[nH]c(C)c2cc(C(=O)OC)c1=O	-1.5	-17.0	-9.2	-11.0	2.3	-10.7	0.4	-7.1	-3.7	-1.2
CCCCN(C=O)c1c(CC)nc2c(OCc3cc(Cl)cc(Cl)c3)cccn12	0.8	-2.2	-6.8	8.3	0.4	6.1	0.5	nt	3.0	3.3
Nc1c(N(Cc2ccco2)C(=O)COc2ccccc2)c(=O)[nH]c(=O)n1Cc1ccccc1	2.1	-5.4	-0.2	-2.2	0.1	-0.7	-0.2	-5.0	-2.3	-1.2
Cn1cc(Br)c(C(=O)N/N=C/c2cccc(OC3CSC3)c2)n1	1.7	9.8	4.0	-11.4	-0.3	4.5	-0.9	-3.9	1.7	-0.7
CCOc1cc(NC(=S)Nc2ccccc2)c(OCC)cc1NC(=O)c1ccccc1	2.2	-2.4	-4.4	-3.7	3.0	4.3	-0.6	-17.8	4.3	1.6
CCOc1ccccc1N1CCN(S(=O)(=O)c2cc(C)ccc2OC)CC1	-3.8	7.0	-3.5	1.6	-1.3	8.6	0.7	-4.7	-0.5	1.7
Cn1cc(S(=O)(=O)Nc2ccc(Br)cc2F)c(=O)n(C)c1=O	-2.3	11.6	1.9	7.4	-0.1	1.0	0.2	-3.9	-5.1	-2.1
Cc1cc(O)c(Sc2ncn[nH]2)cc1NS(=O)(=O)c1ccc(Cl)cc1	-3.2	-2.7	-0.3	4.4	-0.5	15.5	-0.3	-3.9	-2.3	0.0
O=C(Nc1cccc(F)c1)c1cccnc1N1CCOCC1	2.1	6.6	-0.8	-0.1	1.0	9.6	0.3	-4.9	-2.5	0.9
COc1ccc(NC(=O)CSc2nc(NS(=O)(=O)c3ccc(C)cc3)cc(=O)[nH]2)cc1	-3.2	-3.9	-0.3	-1.2	0.9	-0.6	0.2	-7.0	-2.4	-1.1
O=C(O)c1ccccc1-c1ccccc1C(=O)Nc1ccccc1Br	-2.6	5.1	0.1	-0.8	-0.1	6.6	0.6	-1.1	-10.3	-1.2
Cn1cccc1C(=O)c1cccc([N+](=O)[O-])c1	-1.9	-4.5	2.7	-17.0	0.0	-10.3	0.9	6.4	-14.9	0.3
COc1cc(NC(=O)c2cccs2)cc(OC)c1	-2.8	6.6	-1.6	0.5	0.1	0.8	-0.9	-3.3	-2.5	-2.2
OCCSc1nc(-c2ccccc2)nc2ccc(F)cc12	2.4	5.7	-2.1	-2.7	-0.2	3.4	-0.3	-4.0	-3.5	1.4
O=C(CSc1nnc2ccc(-c3ccc(F)cc3)nn12)NCC1CCCO1 (centres undefined)	1.8	-11.5	5.2	-21.2	-0.1	8.0	-0.3	-4.8	-4.4	0.2
COc1ccc(CC(=O)N2CCN(S(=O)(=O)c3cccs3)CC2)cc1OC	4.3	-4.2	-3.8	-4.1	-0.4	-8.7	-1.2	-1.7	-4.3	-0.8
C=CCn1c(-c2ccc(Cl)cc2)cnc1SC(C)C(=O)NC(N)=O (centres undefined)	0.8	6.0	1.0	-7.6	0.1	0.3	-0.4	-7.4	0.8	-1.5
CCC(C)(C)C1CCC2(CC1)NC(=O)N(CC(=O)Nc1nc(-c3ccc(C)cc3)cs1)C2=O (centres undefined)	0.2	-3.9	4.0	-2.5	0.7	7.3	-0.9	-4.5	-4.4	-2.2
O=S(=O)(c1cnc[nH]1)N1CCN(c2ccc(Cl)cc2)CC1	-1.0	2.4	2.3	2.3	-0.9	13.2	-0.1	-6.5	-0.8	-1.9
COC(=O)CSc1nnc(-c2ccco2)o1	-1.1	-4.4	4.9	-1.6	-0.2	-5.8	0.1	-11.3	-1.1	-0.8
Cc1cnc(C(=O)Nc2cccc(S(=O)(=O)N(C)C)c2)cn1	-1.7	-8.6	1.0	-1.5	0.2	-4.6	-0.3	5.0	-4.5	-1.6
O=C(Cc1ccccc1)N1CCN(C(=O)c2ccco2)CC1	-11.1	3.5	4.3	-0.1	-0.2	5.4	0.4	-4.3	0.9	-2.5
CC(C)OCC(O)CS(=O)Cc1ccccc1 (centres undefined)	0.2	0.8	10.2	-3.7	0.5	12.5	-0.2	-10.7	-3.1	-1.1
O=C(NC1CCCC1)C(C1CC1)n1c(-c2ccccn2)nc2ccccc21 (centres undefined)	nt	nt	nt	-0.8	0.8	-15.2	-0.3	nt	nt	0.0
COCCCN(C(=O)CSCc1c(C)noc1C)c1c(N)n(Cc2ccccc2)c(=O)[nH]c1=O	2.5	1.1	-0.3	3.1	-0.5	-2.7	-0.3	-11.8	-2.1	-1.8
CCOc1ccc2[nH]c3c(N4CCN(c5ccccn5)CC4)ncnc3c2c1	3.1	-2.8	16.6	12.7	-0.5	-5.6	-0.1	-2.8	-6.9	8.3
CC[C@]12c3[nH]c4ccc(Cl)cc4c3CCN1C(=O)[C@@H](CC(=O)NCCCn1ccnc1)C[C@@H]2C(=O)N1CCN(C(=O)c2ccco2)CC1	-3.9	0.6	0.3	-9.0	-0.7	0.9	0.8	1.3	-3.3	-8.5
Cc1onc(-c2c(Cl)cccc2Cl)c1C(=O)N1CCCc2ccccc21	-2.9	-3.7	-3.8	-1.3	0.6	-1.6	-0.3	-12.2	-1.3	0.8
COc1ccc(C)cc1S(=O)(=O)Nc1ccccc1	-2.7	0.0	-0.7	0.2	nt	-13.0	-1.1	-2.8	-5.2	0.0

Entries shown so far that have a thiophene ring, fused or not, in the order listed:
SMILES	STEP block	eLon inh	DNMT1 block	SUMO1 PPI mod	MsrA inhibitor	NRP1-CendR mod	Tb MetRS inh	Scp1 inh	bovine MsrA act	LMPTP inh
COc1cc(NC(=O)c2cccs2)cc(OC)c1	-2.8	6.6	-1.6	0.5	0.1	0.8	-0.9	-3.3	-2.5	-2.2
COc1ccc(CC(=O)N2CCN(S(=O)(=O)c3cccs3)CC2)cc1OC	4.3	-4.2	-3.8	-4.1	-0.4	-8.7	-1.2	-1.7	-4.3	-0.8

Remaining list, next part.
SMILES	STEP block	eLon inh	DNMT1 block	SUMO1 PPI mod	MsrA inhibitor	NRP1-CendR mod	Tb MetRS inh	Scp1 inh	bovine MsrA act	LMPTP inh
CN(c1ccc(OCC(=O)OCC(=O)NCc2ccco2)cc1)S(=O)(=O)c1ccc2ccccc2c1	5.2	4.9	-4.1	1.6	0.3	-5.8	-0.3	-8.2	-1.6	3.7
Oc1ccccc1CC=NC1CCCCC1	-2.1	-4.5	2.1	-4.7	0.5	-14.1	-0.4	-1.8	-0.1	-0.1
N#C/C(=N\Nc1ccc(S(=O)(=O)N2CCc3ccccc32)cc1)C(N)=S	1.7	-4.0	-24.0	-10.4	1.3	-12.5	-0.2	-3.1	-7.3	4.3
CCCS(=O)(=O)N1CCCC(C(=O)NCC2CCCO2)C1 (centres undefined)	-3.0	6.2	1.8	2.1	-0.1	6.8	0.3	2.9	-0.6	-0.9
CCc1cc(C(=O)NCCN(C)C)cs1	0.5	-1.3	6.0	2.1	0.5	-0.4	-0.3	-4.1	-1.6	-3.1
COc1ccc(-c2cc(C(=O)Nc3ccc(OC)c(OC)c3)no2)cc1	-1.4	-5.4	-4.8	0.6	-0.4	-13.8	-0.2	-12.1	-1.5	-0.3
CCNC(=O)C(=O)NCC(c1cccs1)S(=O)(=O)c1ccc(C)cc1 (centres undefined)	-2.4	2.2	-0.5	-1.8	-0.5	-5.0	0.4	0.8	-1.6	-1.5
CCOC(=O)c1ccc(NC(=O)CSc2nnc(CNc3ccc(OC)cc3)n2C)cc1	3.5	3.9	5.1	1.1	-0.5	-7.6	-0.2	0.4	-1.8	-0.6
CC(C)c1cc(Cn2c3ccccc3c(=O)n2C(C)Cn2cc(-c3ccc(C(C)(C)C)cc3)nn2)on1 (centres undefined)	nt	nt	nt	3.5	-1.0	-1.7	-0.2	nt	nt	3.5
COCCCNC(=O)c1ccc(CS(=O)(=O)c2cccc(C(F)(F)F)c2)o1	-0.7	-5.0	-0.4	5.4	-1.1	6.3	0.4	-1.6	-0.5	0.7
OCCn1ccc(-c2ccccc2OCc2ccc(F)cc2)n1	-1.9	6.0	3.8	-3.4	0.0	11.1	-1.4	-2.5	-9.1	-2.1
COc1ccc(C2=Nn3c(nnc3-c3ccccc3OC)SC2)cc1OCC1CC1	0.9	11.1	-0.5	-23.2	0.9	14.3	-0.4	7.5	-9.7	2.0
O=C(NCC1CCCO1)/C(=C\c1cccc([N+](=O)[O-])c1)NC(=O)c1ccccc1 (centres undefined)	-1.4	-0.7	1.2	-12.7	0.4	-4.1	0.5	-3.7	-2.1	-0.5
COc1cc(/C=C2\S/C(=N/S(=O)(=O)Cc3ccccc3)NC2=O)c([N+](=O)[O-])cc1OC	4.7	-10.2	-5.6	-4.5	4.3	-39.4	-0.7	-2.7	-7.3	-0.7
Cc1ccc(C2(C(F)(F)F)NC(=O)N3CCN=C3S2)cc1 (centres undefined)	3.1	-3.5	95.0*	34.9	-0.6	-3.2	-0.4	-7.0	-0.6	-5.0
CCCCCCC(=O)Nc1c(O)c2ccccc2[nH]c1=O	-1.0	1.1	4.6	-0.5	-0.4	0.0	0.5	-3.6	-0.6	-1.2
COc1ccc(NC(=O)NNS(=O)(=O)c2ccc(Br)cc2)cc1	-0.4	6.5	1.5	3.0	-0.4	-3.1	2.4	4.8	-6.0	-1.3
O=C(Nc1nnc(S(=O)(=O)N2CCCCCC2)s1)c1ccccc1	-0.8	-3.1	0.7	12.0	0.3	4.0	-0.1	3.5	-6.8	-0.6
CCCC(=O)Nc1ccc(Nc2ccccc2)cc1	-4.3	4.2	1.3	-2.8	-0.2	-0.8	0.2	-2.0	-4.3	-0.4
COc1ccc(C(CNC(=O)c2ccc(Cl)c(NC(=O)c3cccs3)c2)N2CCCC2)cc1 (centres undefined)	2.8	-0.2	-1.4	3.3	1.4	-0.6	-0.1	-5.7	-1.8	10.7
COc1ccccc1N(CC(=O)Nc1ccccc1C)S(C)(=O)=O	0.6	3.1	3.1	0.6	-0.9	14.8	-0.7	1.7	-1.2	-1.7
Cc1ccc(Cl)cc1NC(=O)CSc1nncn1-c1ccccn1	-2.8	0.1	-1.7	4.2	0.0	1.0	-0.5	-4.8	-2.8	-0.8
CCCC(CCC)C(=O)Nc1cccc(C(=O)O)c1	-2.0	0.8	-0.3	0.1	nt	-3.2	-0.9	-2.8	-3.0	-2.1
